KCNQ2 block: KCNQ2 channel blockers in CHO-K1 cells – cell-based, FluxOR thallium flux, B-score, primary screen (AID 2156) | B-score at 10 µM | 20 min; hits give low values | actives 1.1% (n = 310,000);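 active means fluorescence ratio B-score at most minus 3 library SDs, with starting brightness B-score within 2 library SDs, cut at about -5.5 in these data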
STK33 kinase inh: inhibitors of human STK33 kinase. Q9BYT3. purified STK33, MBP phosphorylation, ADP-Glo luminescence. inhibition, % at 10 µM. actives 0.073% (n = 320,000);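 active means inhibition at or above 25%, using the most active replicate where run in duplicate; inactive means inhibition below 25%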
Target sequence (Q9BYT3 whole entry, looked up): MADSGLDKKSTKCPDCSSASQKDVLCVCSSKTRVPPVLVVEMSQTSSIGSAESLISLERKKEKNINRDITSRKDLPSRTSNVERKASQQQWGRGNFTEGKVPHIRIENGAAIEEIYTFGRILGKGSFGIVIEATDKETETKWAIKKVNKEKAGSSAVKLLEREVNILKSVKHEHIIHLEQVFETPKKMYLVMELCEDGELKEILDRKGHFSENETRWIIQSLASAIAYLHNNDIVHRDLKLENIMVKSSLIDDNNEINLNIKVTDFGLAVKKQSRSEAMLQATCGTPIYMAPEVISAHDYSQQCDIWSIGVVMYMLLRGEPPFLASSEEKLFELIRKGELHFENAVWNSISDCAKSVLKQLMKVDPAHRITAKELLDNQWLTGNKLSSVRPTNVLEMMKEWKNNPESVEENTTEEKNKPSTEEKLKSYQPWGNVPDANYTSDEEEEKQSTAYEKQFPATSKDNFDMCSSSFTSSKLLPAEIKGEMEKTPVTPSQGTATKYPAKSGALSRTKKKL
OX1R antag: OX1R (human) antagonism; O43613; OX1R-expressing cells, FRET antagonist read-out; inhibition, % at 6.6 µM; actives 1.8% (n = 330,000); AID 485270; in the data active means inhibition mostly above about 38%, no sharp cut-off; inactive means mostly below about 40%;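 further: 0% = agonist challenge alone and 100% = reference antagonist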
Target sequence (O43613 whole entry, looked up): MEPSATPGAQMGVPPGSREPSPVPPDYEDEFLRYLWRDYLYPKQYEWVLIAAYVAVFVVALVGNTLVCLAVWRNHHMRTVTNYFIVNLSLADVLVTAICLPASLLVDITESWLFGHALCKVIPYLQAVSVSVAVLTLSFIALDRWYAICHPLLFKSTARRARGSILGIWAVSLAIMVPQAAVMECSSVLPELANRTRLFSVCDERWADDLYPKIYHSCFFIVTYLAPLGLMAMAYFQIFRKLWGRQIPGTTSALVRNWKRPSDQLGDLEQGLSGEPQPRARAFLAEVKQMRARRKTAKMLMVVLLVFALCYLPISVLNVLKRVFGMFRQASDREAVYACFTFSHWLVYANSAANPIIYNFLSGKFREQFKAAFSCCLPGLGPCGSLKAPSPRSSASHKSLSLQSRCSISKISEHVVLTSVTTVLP
* = called active by the depositor; i = inactive; . = not tested or not shown.

OX1R antag,KCNQ2 block,STK33 kinase inh,Compound
15.8,i,-0.7,COCCCn1c(SCC(=O)N2CCc3ccccc32)nnc1-c1ccoc1C
12.9,.,-1.0,CC1CCc2sc(C(=O)NC3CCCCC3)cc2C1 (stereo not given)
21.9,i,0.0,COC(=O)c1ccc(C23CC4(C2)[C@H](CN(Cc2ccc(C(F)(F)F)cc2)[C@@H]4c2ccccc2)C3c2ccc(Cl)nc2)cc1 (stereo not given in full)
12.1,i,-1.2,CCCN(C(=O)c1cc(S(=O)(=O)N2CCCCCC2)ccc1OC)C1CCS(=O)(=O)C1 (stereo not given)
8.3,i,0.6,CC1(C)Cc2c(c(N3CCOCC3)nc3sc4c(NCC5CCCO5)nnnc4c23)CS1 (stereo not given)
16.8,i,0.6,O=C(NCCN1CCN(c2ccccc2)CC1)c1cccn2c(=O)c3ccccc3nc12
3.5,.,0.0,CCOc1ccc2oc(C(=O)Nc3nccs3)c(C)c2c1
5.1,i,-1.1,Cc1ccc(S(=O)(=O)CCC(=O)NCc2ccccc2Cl)cc1
2.9,.,-1.5,COc1cc(C(=O)COC(=O)c2ccco2)cc(OC)c1OC
22.1,i,0.0,CCOC(=O)c1sc(NC(=O)c2cc(S(=O)(=O)N3CCOCC3)ccc2C)nc1C

Overlap with the part before: 4 entries, then new ones.
OX1R antag,KCNQ2 block,STK33 kinase inh,Compound
3.5,.,0.0,CCOc1ccc2oc(C(=O)Nc3nccs3)c(C)c2c1
5.1,i,-1.1,Cc1ccc(S(=O)(=O)CCC(=O)NCc2ccccc2Cl)cc1
2.9,.,-1.5,COc1cc(C(=O)COC(=O)c2ccco2)cc(OC)c1OC
22.1,i,0.0,CCOC(=O)c1sc(NC(=O)c2cc(S(=O)(=O)N3CCOCC3)ccc2C)nc1C
26.3,i,4.7,COc1ccccc1N(CC(=O)NCC1CCCO1)C(=O)Cn1nnc(-c2cccs2)n1 (stereo not given)
7.8,.,-0.4,COc1ccc(/C=C/C(=O)OCC(=O)Nc2ccc3c(c2)OCO3)cc1
4.5,i,-2.5,CN(C)S(=O)(=O)c1cccc(NC(=O)COC(=O)/C=C/c2ccco2)c1
16.4,i,0.1,COc1ccc(OC)c2c1sc(=NC(=O)c1cccc(N3C(=O)CCC3=O)c1)n2C
41.8,i,-0.3,COc1cccc(-c2nc(N)nc(SC)c2C#N)c1
26.7,i,1.1,CCOc1ccc(C(CC(=O)O)NS(=O)(=O)c2ccc(C)cc2)cc1OC (stereo not given)
1.4,i,0.2,COc1ccc(CN(C(=O)c2cccc(OC)c2)C2CCS(=O)(=O)C2)cc1 (stereo not given)
18.9,i,0.3,CCNc1nc(NCC)n2c(SCC(=O)Nc3cccc(Cl)c3)nnc2n1
3.8,i,-0.2,O=C1COc2ccc(S(=O)(=O)N3CCc4ccccc43)cc2N1
5.0,i,-1.6,CN1CCN(C(=O)C2CCC(CNS(=O)(=O)c3cccc4cccnc34)CC2)CC1 (stereo not given)
27.3,i,0.2,Cc1cccc(C(=O)O/N=C(\N)CS(=O)(=O)c2ccccc2)c1
-5.8,i,-5.0,CS(=O)(=O)N1CCN=C1SCc1ccc(F)cc1
17.8,i,-1.2,CCCC(NC(=O)CCc1c(C)c2cc3c(-c4ccccc4)coc3cc2oc1=O)C(=O)O (stereo not given)
5.4,i,0.0,CC(C)NC(=O)C1CCN(C(=O)C(C(=O)c2ccccc2)n2cc(Cl)ccc2=O)CC1 (stereo not given)
11.0,i,-0.9,Cc1ccc(C)c(CSc2nnc(C)c(=O)[nH]2)c1
16.0,i,0.9,COc1ccc(CN(C)C(=O)c2[nH]c(C)c(C(C)=O)c2C)c(OC)c1OC
4.1,i,-1.1,CCOc1ccc2[nH]cc(S(=O)(=O)c3ccc(Cl)cc3)c(=O)c2c1
17.7,i,-0.7,COC(=O)c1sccc1NC(=O)C1C2C=CC(O2)C1C(=O)O (stereo not given)
22.9,i,0.3,CSc1nc2ccccc2n1Cc1c(Cl)cccc1Cl
10.8,i,0.5,C#CCNc1nc(C)nc2c1nnn2Cc1ccccc1F
0.1,.,0.3,CC1CCC2(CC1)NC(=O)N(CC(=O)NCc1ccc(F)cc1)C2=O (stereo not given)
51.0,i,0.0,COc1ccc(NC(=O)CCNS(=O)(=O)c2cccc3nonc23)cc1
11.5,i,-0.2,CCCN(CCC)CCNC(=O)C1c2ccccc2C(=O)N(CCOC)C1c1ccc(F)cc1 (stereo not given)
29.3,i,-0.6,COc1ccc(OCC(O)Cn2c(=N)n(CCN3CCOCC3)c3ccccc32)cc1 (stereo not given)
9.4,i,-0.9,O=C(COc1ccc(S(=O)(=O)N2CCCC2)cc1)N1CCN(c2ccccc2F)CC1
7.6,i,-1.4,CCOc1ccc(N(CC(=O)NCc2cccc(OC)c2)S(=O)(=O)c2c(C)noc2C)cc1
11.2,i,-0.5,Cc1ccc(CNC(=O)c2ccc(N3CCC4(CC3)CC(c3cccc(Br)c3)=NO4)c(NC(=O)c3ccco3)c2)cc1
18.4,i,-0.6,COc1ccc(/C=N/NC(=O)c2cccc(NC(=O)c3ccc(F)cc3)c2)c(C(=O)O)c1OC
14.3,i,0.3,Cn1cccc1C(NC(=O)c1ccccc1)C(Cl)(Cl)Cl (stereo not given)
5.6,.,0.6,CCC(C)N(C(=O)CSc1nc(C)nc2ccccc12)C1CCS(=O)(=O)C1 (stereo not given)
20.5,i,-2.0,COc1ccccc1CC(=O)NCC(c1ccco1)N1CCCCC1 (stereo not given)
12.0,i,0.0,CCc1ccc(-c2cc3c(=O)n(CC(=O)N4CCCC4)nc(C)n3n2)cc1
22.9,i,-0.9,Cc1onc(-c2ccccc2Cl)c1C(=O)NC(=S)NCC(=O)c1ccccc1
13.0,i,-0.7,CCCCCCCNC(=O)COc1ccc2c(c1)C(=O)CC(C)(C)O2
39.4,.,1.1,Cc1cccc(C)c1NC(=O)COC(=O)c1c2c(nc3ccccc13)/C(=C\c1ccc3c(c1)OCO3)CCC2
21.4,i,-0.1,O=C(Nc1ccc(F)c(Cl)c1)Nc1cnccn1
8.5,i,-1.5,Cc1ccc(C)c(NC(=O)CSc2nc3c(oc4ccccc43)c(=O)n2-c2ccccc2)c1
7.5,i,-0.9,COc1ccccc1NS(=O)(=O)c1ccc(C)c(NC(=O)NCCCl)c1
1.1,i,-1.5,CCOC(=O)Cc1csc(NC(=O)CSc2nnc3ccccn23)n1
15.6,.,-1.4,CCOc1cc(N2CCOCC2)c(OCC)cc1NC(=O)c1cnccn1
22.8,i,-0.1,COc1cccc2c1-c1c(C(=O)O)cccc1C2=O
4.9,.,-0.1,CC(C)c1ccc(/C=C/C(=O)NCCCN2CCOCC2)cc1
15.3,i,0.0,Cc1ccc(-n2nc3ccc(NC(=O)c4ccco4)cc3n2)cc1
20.7,i,-2.5,COc1ccccc1CN(C)C(=O)c1cc(-c2cccs2)nc2ccccc12
12.2,i,0.0,Cc1c(NC(=O)Nc2ccccc2Cl)sc(=S)n1C
2.2,i,-0.6,COc1ccc(-n2c(=O)c3c(C)c(C)sc3n(Cc3cccc(F)c3)c2=O)c(OC)c1
15.8,i,1.6,O=C(c1ccco1)N1CCN(C(c2ccccc2Cl)c2nnnn2CC2CCCO2)CC1 (stereo not given)
12.5,i,0.4,COc1cc(/C=N/NC(=O)COc2ccc(Cl)cc2)ccc1OS(=O)(=O)c1ccc(C)cc1
21.0,i,1.9,Cn1nc(-c2ccccc2)c2cc(C(=O)O)sc21
2.7,.,-0.5,CN(C)CCCNC(=O)CC1C[C@H](C(=O)N2CCCCC2)[C@@]2(CCc3ccccc3)c3[nH]c4ccccc4c3CCN2C1=O (stereo not given in full)

(continued)
OX1R antag,KCNQ2 block,STK33 kinase inh,Compound
17.1,i,1.0,COc1ccccc1NC(=O)Nc1cccc(C(=O)O)c1
14.7,i,-0.7,Cc1ccc(-n2c(SCC(=O)N/N=C/c3c(C)nn(-c4ccccc4)c3C)nc3ccccc3c2=O)cc1
7.6,i,-0.9,O=C(CSc1n[nH]c(-c2ccccc2F)n1)NCC(=O)Nc1ccc(F)c(F)c1F
1.4,i,1.6,COc1ccccc1CNC(=S)NC1CCCC1
28.2,i,-0.3,O=C(CN(Cc1ccc(F)cc1)C(=O)CNS(=O)(=O)c1ccccc1)NCc1ccco1
27.3,i,-1.5,CCCn1ncc([C@@H]2C[C@H]3CN(Cc4cccc(Cl)c4)C(=O)[C@]34CCCN24)c1C
22.1,i,-2.2,CC(C)CCNC(=O)C(=O)Nc1ccc2c(c1)N(S(=O)(=O)c1cccs1)CCC2
62.1*,i,-0.1,O=C1c2ccccc2C(=O)N1CCc1nc2ccccc2c(=O)n1-c1ccccn1
77.2*,i,-0.1,CCN1C(=O)c2cccc3c(S(=O)(=O)NCc4cccnc4)ccc1c23
17.2,i,-2.0,O=C(O)c1ccc(CS(=O)(=O)c2cccc(C(F)(F)F)c2)o1
49.8,i,0.8,O=c1c2ccccc2nc2ccc(NCc3ccco3)nn12
9.9,i,-0.4,CC(Sc1nnnn1C1CCCCC1)C(=O)O (stereo not given)
7.5,i,-0.8,CC(C)c1ccc(NC2CCCN(C(=O)c3ccc(N4CCOCC4)cc3)C2)cc1 (stereo not given)
9.7,i,0.2,CCC(=O)c1cn(CC(=O)Nc2c(C)cccc2C)c2ccccc12
13.9,i,0.1,COc1ccc2c(c1)C(=O)N(Cc1ccccc1)C(=O)C2(C)C
10.6,i,-0.4,COc1cc(C(=O)OC2CCOC2=O)c([N+](=O)[O-])cc1OC (stereo not given)
45.7,i,0.1,Cc1cc(NC(=O)CSc2nc3ccccc3n2CC(=O)N2CCC(C)CC2)no1
8.0,.,0.1,Cc1ccc(C2(c3ccccc3)NC(=O)N(CC(=O)NC3CCS(=O)(=O)C3)C2=O)cc1C (stereo not given)
-5.8,i,-0.7,O=C(CCc1ccccc1)NNC(=O)CCc1ccccc1
2.1,i,.,CC(C)(C)Cc1cc(N)on1
48.3,i,-3.7,CSc1nc(-c2ccc(Cl)cc2Cl)[nH]c(=O)c1C#N
6.5,i,-0.2,Cc1ccccc1C(=O)Nc1ccnc(-c2ccncc2)n1
9.7,i,-1.7,Cc1ccc[n+](CC(=O)c2ccc(-c3ccccc3)cc2)c1
20.1,i,0.2,Cc1cc(C(=O)N(C)CC(=O)Nc2ccc(F)c(F)c2F)no1
9.7,i,1.3,CSc1nnc(COc2ccc(C)cc2)n1N
19.9,i,-1.1,Cn1c(-n2c(-c3ccco3)nc3ccccc3c2=O)nc2ccccc21
28.1,i,1.7,NC(=O)C1CCN(C(=O)COCc2cc(-c3ccc4c(c3)OCO4)on2)CC1
5.0,i,0.1,C=CCNC(=S)N/N=C/c1ccc(-c2ccc(Cl)cc2Cl)o1
7.8,i,-1.7,CCCCn1nnnc1SCC(=O)NCc1ccco1
16.3,i,1.9,CCN(CC)S(=O)(=O)c1ccc(NC(=O)c2cc(C(=O)OC)cc([N+](=O)[O-])c2)cc1
17.6,i,-4.4,O=[N+]([O-])c1ccc(N2CCOCC2)nc1
4.7,i,0.7,COCOc1ccc(C=O)c(OCOC)c1
31.1,i,0.6,CCOC(=O)C1=C(C)N=C2SCCC(=O)N2C1c1sccc1C (stereo not given)
13.6,i,-0.7,NC(=O)NC1CCCc2c1[nH]c1ccc(Cl)cc21 (stereo not given)
8.2,-6.69*,-0.3,Cc1ccc(NC(=O)c2cc(C)nc3ccccc23)c(Br)c1
59.3,i,0.4,O=C(C[n+]1ccc(C(=O)NCc2ccccc2)cc1)c1ccc2c(c1)OCCO2
6.3,i,-3.1,OCC(CO)(CO)n1cnnn1
21.8,i,-0.1,CCOC(=O)C1(Cc2cccc(OC)c2)CCCN(C(=O)c2cc(C)on2)C1 (stereo not given)
13.3,i,0.1,Cc1ccc(NC(=O)C(C)SCC(=O)Nc2ccc(F)cc2)cc1S(=O)(=O)N1CCOCC1 (stereo not given)
27.0,i,-0.7,Cc1cccc(-c2cc3nc4c(c(NCc5ccco5)n3n2)CCCC4)c1
1.8,i,-0.6,Cc1ccc(-c2nnc(CSc3nnc(COc4ccccc4)n3-c3ccc(C)cc3)o2)cc1
16.9,i,-0.4,CCCCN(C)C/C(O)=C(\C#N)c1nc(-c2ccccc2)cs1
11.7,i,-1.3,CNS(=O)(=O)c1cc(-c2nnc(N3CCOCC3)c3ccccc23)ccc1C
14.7,i,-1.3,Cc1nc(N2CCCCC2)c(C#N)c(C)c1[N+](=O)[O-]
5.4,i,0.3,COc1cccc(CNC(=O)CCC(=O)n2ncc3cc(C)ccc32)c1OC
9.7,i,1.9,CC(=O)c1cccc(NC(=O)CSC(=O)c2ccccc2)c1
13.1,i,-0.5,CCN1CCN(CC(=O)Nc2ccc(Cl)c(Cl)c2)C(=O)C1=O
5.3,.,-1.5,COc1ccc(S(=O)(=O)N2CCN(C(=O)CC3CC4CCC3C4)CC2)cc1 (stereo not given)
4.2,i,-1.0,Cc1cc(C)cc(NC(=O)c2ccc(NC3=NC4CS(=O)(=O)CC4S3)cc2)c1 (stereo not given)
-6.2,i,0.4,O=C(CSc1ccc(Br)cc1)N1CCN(S(=O)(=O)c2ccccc2)CC1

Pulled by structure from above, 5 records:
OX1R antag,KCNQ2 block,STK33 kinase inh,Compound
29.3,i,-0.6,COc1ccc(OCC(O)Cn2c(=N)n(CCN3CCOCC3)c3ccccc32)cc1 (stereo not given)
28.2,i,-0.3,O=C(CN(Cc1ccc(F)cc1)C(=O)CNS(=O)(=O)c1ccccc1)NCc1ccco1
41.8,i,-0.3,COc1cccc(-c2nc(N)nc(SC)c2C#N)c1
12.2,i,0.0,Cc1c(NC(=O)Nc2ccccc2Cl)sc(=S)n1C
16.0,i,0.9,COc1ccc(CN(C)C(=O)c2[nH]c(C)c(C(C)=O)c2C)c(OC)c1OC

Assay outcomes as filed in PubChem.
